NS5 inhibitors = Dengue-2 NS5 methyltransferase inhibitors, primary screen, biochemical, confirmation dose response (AID 588689); Genome polyprotein (Dengue virus type 2 (strain 16681-PDK53)); Dengue-2 NS5 methyltransferase capping enzyme assay, biochemical; higher % means a stronger effect; inhibition, % at 25 µM; hits with a dose series show IC50 in µM; 0.3% of 340,000 active; in the data active = a potency from the dose series; inconclusive = inhibition above about 29% without an active follow-up result
GPR55 LPI antagonism = GPR55 antagonists blocking LPI-driven arrestin recruitment, primary screen, imaging, U2OS, beta-arrestin-GFP, LPI agonist (AID 2013); U2OS GPR55 beta-arrestin-GFP translocation imaging, LPI antagonism; higher % means a stronger effect; inhibition, % at 10 µM, or IC50 in µM where a hit was titrated; 0.13% of 290,000 active;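 active = spots per cell inhibited over 60%, with over 100 cells counted and total cytoplasm intensity under 500,000; inconclusive = wells with under 100 cells, flagged as likely toxic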;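 note: U2OS cells stably carrying GPR55 and arrestin-GFP stimulated by 5 µM LPI near EC80; imaged beta-arrestin-GFP aggregate spots per cell after agonist stimulation; plate controls were LPI-stimulated DMSO wells for no effect and DMSO wells without LPI for full effect; some results filed as inactive read as strong as hits; confirmed hits need IC50 under 10 µM and bright autofluorescent wells are also inconclusive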
HIV peptide binding = inhibitors of HIV fusion peptide binding, primary screen, biochemical, uHTS, fluorescence dequenching (AID 1986) | inhibition, % at 20 µM, or IC50 in µM where a hit was titrated | cell-free peptide binding, fluorescence dequenching, 30 min; higher % means a stronger effect | 0.3% of 290,000 active; in the data active = inhibition mostly above about 52%, no sharp cut-off; inactive = mostly below about 76%; note: some results filed as inactive read as strong as hits
K1F lysis inhibition = inhibition of K1F phage lysis, E. coli UTI89, bacterial capsule biogenesis inhibitors, alamar blue (AID 488966) | E. coli UTI89 K1F phage lysis, alamar blue, 2 h; higher % means a stronger effect | inhibition, % at 100 µM, or IC50 in µM where a hit was titrated | 0.02% of 340,000 active;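 active = phage lysis inhibition, versus mean bacterial control, above a set limit; inconclusive = no clear call, values can overlap the other calls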;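 note: capsule biogenesis inhibitors block K1F phage lysis so surviving cells raise fluorescence; higher fluorescence means more inhibition of phage lysis; actives were called in the ten point dose series up to 300 µM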
GPR35 arrestin U2OS = GPR35 antagonists blocking zaprinast-driven arrestin recruitment, primary screen, imaging, U2OS, beta-arrestin-GFP, zaprinast agonist (AID 2058); G-protein coupled receptor 35 (Homo sapiens); U2OS GPR35 beta-arrestin-GFP translocation imaging, zaprinast antagonism; higher % means a stronger effect; inhibition, % at 10 µM, or IC50 in µM where a hit was titrated; 0.052% of 290,000 active;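 active = inhibition of at least 50% with at least 30 cells and total cytoplasm GFP at most 10,000,000; inconclusive = under 30 cells or total GFP of 10,000,000 plus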
PhoP inhibition = inhibitors of PhoP regulon expression, primary screen, Salmonella Typhimurium, GFP reporter (AID 1863); 0.16% of 300,000 active; S. Typhimurium PhoP-regulated promoter GFP reporter, 4 h; higher % means a stronger effect; inhibition, % at 50 µM, or IC50 in µM where a hit was titrated;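 active = inhibition over 29.93%, a cutoff 3 SD above the screen mean, later confirmed by dose response; inconclusive = inhibition over 29.93% but no dose response follow-up; inactive = inhibition at most 29.93% or unconfirmed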;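 note: 0% = low Mg2+ inducing control and 100% = high Mg2+ repressing control; strong numbers were not always called active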
SV40 large T antigen = SV40 large T antigen inhibitors, biochemical (AID 1903). SV40 large T antigen ATPase/helicase inhibition assay; higher % means a stronger effect. inhibition, % at 20 µM, or IC50 in µM where a hit was titrated. 0.39% of 310,000 active; in the data active = a potency from the dose series; inconclusive = inhibition mostly from about 32% at the one dose, without a potency; inactive = the rest, 99 in 100 with inhibition below about 32%; note: strong numbers were not always called active
RSV CPE inhibition = RSV antiviral activity via CPE protection, HEp-2 cells, primary 10 µM value included (AID 2391) | HEp-2 cells, RSV-induced CPE inhibition; higher % means a stronger effect | CPE inhibition, % at 10 µM; hits with a dose series show IC50 in µM | 0.13% of 310,000 active; in the data active = a potency from the dose series; inconclusive = CPE inhibition mostly from about 23% at the one dose, without a potency; inactive = the rest, 99 in 100 with CPE inhibition below about 21%; note: strong numbers were not always called active
Rac1 GTP hydrolysis = MgcRacGAP GTPase-activating activity inhibitors, confirmation, biochemical, ADP Hunter fluorescence. Rac GTPase-activating protein 1 (Homo sapiens). MgcRacGAP-stimulated Rac1 GTP hydrolysis, ADP Hunter fluorescence; higher % means a stronger effect; GST-tagged Rac1 F28L mutant substrate. inhibition, % at 30 µM; hits with a dose series show IC50 in µM. 0.6% of 340,000 active;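 active = first-screen hits whose inhibition reached a set limit at any dose in the follow-up dose series; inconclusive = inhibition above the set first-screen limit but never retested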;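 note: fluorescence reports GDP produced by GAP-driven GTP hydrolysis; strong numbers were not always called active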
NS5 inhibitors pilot replicate = further read-out of NS5 inhibitors, marked with its call; inhibition, %; measured here: pilot screen replicate inhibition
Active calls of the source: *; ? = inconclusive; / = not tested or not shown; [ ] = dose if it differs, or a comment.

SMILES | NS5 inhibitors | GPR55 LPI antagonism | HIV peptide binding | K1F lysis inhibition | GPR35 arrestin U2OS | PhoP inhibition | SV40 large T antigen | RSV CPE inhibition | Rac1 GTP hydrolysis | others
Cc1nn(Cc2ccccc2Cl)c(C)c1C(=O)NC1=NCCS1 | -2% | -2% | -2.1% | 1.4% | 3% | -6% | 15% | 0.9% | 4%
Cc1ccc(C)n1-c1nn(S(=O)(=O)c2ccccc2)c2cccc(F)c12 | / | 6% | 0.2% | / | 9% | -5% | 6% | 21% | /
Cc1ccc(NC(=O)CSCc2cc(=O)n3ccsc3n2)c(C)c1 | 8% | -1% | 0.4% | 0.3% | -12% | -4% | 3% | / | 4%
Cc1ccc(-c2[nH]ncc2/C=N/n2c(COc3ccccc3C)nc3ccccc3c2=O)cc1 | -1% | 7% | 1.3% | 1.3%[50 µM] | 12% | 27% | 5% | 3.0% | -1%
Cc1ccccc1/C=N/NC(=O)CSc1nc2ccccc2o1 | -1% | -2% | -0.1% | 3.9% | -9% | -3% | 10% | 0.4% | 3%
COc1ccc(N2C(=O)C(CN3CCCCC3)C2c2ccccc2)cc1 (centres undefined) | -2% | -14% | 0.8% | 0.3% | 4% | 3% | 5% | -1.0% | 6%
Cc1ccc(SC(C)c2nc(-c3cccnc3)no2)cc1 (centres undefined) | -1% | -8% | 1.2% | -0.2% | 14% | 5% | -1% | -0.9% | 5%
Cc1c(CN2CCC(n3nccc3NC(=O)C3CC3)CC2)[nH]c2ccccc12 | -10% | 26% | -0.8% | 0.1% | 0% | 3% | 23% | 1.2% | 4%
COc1ccccc1/C=N/NC(=O)c1cc2c(OC)c(OC)ccc2[nH]1 | -3% | -9% | -0.7% | -0.8%[50 µM] | 6% | 2% | 1% | 3.3% | 14%
CC(C)(CNC(=O)c1ccc(NS(=O)(=O)c2ccc(F)cc2)cc1)N1CCOCC1 | -5% | -16% | 0.9% | 0.0% | 3% | -3% | 1% | -0.7% | -6%
Cn1c(SCC(=O)NCc2ccc3c(c2)OCO3)nnc1-c1c[nH]c2ccccc12 | -5% | 4% | 0.6% | -0.7% | 3% | 1% | -2% | -0.9% | -2%
COc1cccc(CNC(=O)CN2C(=O)CSc3ccc(S(=O)(=O)N4CCCC4)cc32)c1 | -8% | 4% | -1.3% | -0.4% | -1% | -5% | 11% | 3.0% | -1%
COc1ccccc1C(=O)NC(=O)COC(=O)C1CC1C (centres undefined) | 7% | / | / | 0.6%[50 µM] | / | 8% | 0% | -0.2% | 1%
[O-]/C(=C(\C(=S)NCc1ccccc1)[n+]1ccccc1)c1ccc(Cl)cc1 | / | -8% | 1.8% | / | 12% | 6% | 6% | -1.0% | /
O=C(Nc1ccc2c(c1)OCCO2)C(=O)c1c[nH]c2ccccc12 | -1% | -9% | 1.8% | 1.0%[50 µM] | 2% | -7% | 15% | -0.3% | -2%
CCOc1ccc(N(C(=O)c2cc3ccccc3oc2=O)C2C=CS(=O)(=O)C2)cc1 (centres undefined) | -4% | -8% | -0.1% | 0.1% | 6% | 6% | -3% | 0.6% | 6%
O=C(COc1cccc2cccnc12)NCc1cccs1 | -7% | -6% | 0.7% | 0.1% | -1% | 4% | 3% | 1.1% | 11%
CCOc1ccccc1CNC(=O)C1CCCN(c2ncnc3c2nc2n3CCCCC2)C1 (centres undefined) | -3% | 14% | -0.3% | -0.1% | -7% | 0% | 13% | 4.3% | 8%
CN(C)c1cccc(C(=O)N2CCCC(CCC(=O)N3CCN(c4ccccn4)CC3)C2)c1 (centres undefined) | -5% | 5% | -0.3% | 0.1% | 4% | -7% | -1% | 3.4% | 5%
CC1(C(=O)N(Cc2ccccc2)Cc2ccccc2)CC1(Br)Br (centres undefined) | 1% | 81%* | 1.0% | 0.0% | -16% | 9% | 2% | 3.5% | 8%
CN1CCN(C(=O)/C=C/c2ccc([N+](=O)[O-])cc2)CC1 | -3% | -2% | -0.3% | 7.5% | -5% | -8% | 1% | -0.3% | 4%
CC(C)Cn1c(N)c(C(=O)COC(=O)c2ccccc2F)c(=O)n(C)c1=O | 2% | 8% | -1.0% | 1.1% | -6% | -4% | -9% | 3.8% | 6%
COc1ccc(OC)c(S(=O)(=O)Oc2ccc(N)c3ccccc23)c1 | -2% | / | / | -1.6% | / | / | 27% | / | 1%
Fc1ccccc1Cn1cc(C(=S)N2CCOCC2)c2ccccc21 | -13% | 2% | -2.7% | 0.8% | -4% | 2% | 10% | 3.7% | 13%
O=C(Nc1ccccc1C(=O)N1CCNCC1)c1ccco1 | / | 6% | -1.1% | / | -4% | 2% | 8% | 0.3% | /

Next section (two carried over from the part before).
SMILES | NS5 inhibitors | GPR55 LPI antagonism | HIV peptide binding | K1F lysis inhibition | GPR35 arrestin U2OS | PhoP inhibition | SV40 large T antigen | RSV CPE inhibition | Rac1 GTP hydrolysis | others
Fc1ccccc1Cn1cc(C(=S)N2CCOCC2)c2ccccc21 | -13% | 2% | -2.7% | 0.8% | -4% | 2% | 10% | 3.7% | 13%
O=C(Nc1ccccc1C(=O)N1CCNCC1)c1ccco1 | / | 6% | -1.1% | / | -4% | 2% | 8% | 0.3% | /
Cc1ccc(N2C(=O)c3ccccc3C2C(=O)c2ccc(O)cc2O)cc1 (centres undefined) | 44% | 4% | 19% | -0.4% | 23% | -1% | ? | 1.3% | 6%
CCOC(=O)CC1C(=O)NCCN1C(=O)c1sc2ccccc2c1Cl (centres undefined) | / | 12% | 0.2% | 0.2% | -2% | -2% | 7% | 3.2% | 4%
Cc1cc(=O)c(C(=O)OC(C)C(=O)NC(N)=O)nn1-c1ccc(Cl)cc1 (centres undefined) | -3% | -7% | -1.7% | 0.8% | 19% | 1% | -2% | -0.6% | 4%
COc1ccc(/C=C/C(=O)NCc2ccccn2)cc1OC | 1% | -3% | 0.6% | 0.2% | -5% | -6% | 17% | -1.7% | 6%
O=C(Nc1ncn[nH]1)c1c(Cl)ccc(Cl)c1Cl | -5% | -18% | -0.3% | 6.0% | -9% | 6% | 1% | 3.1% | 8%
CCOC(=O)COc1ccc(S(=O)(=O)Nc2cccc(SC)c2)cc1 | -2% | -5% | 32% | 0.8% | 10% | 19% | 6% | -0.1% | 0%
COc1cc(CC(=O)Nc2nc(-c3ccccc3)c(C(C)=O)s2)cc(OC)c1OC | -1% | 0% | -0.7% | -0.4% | 2% | 1% | 6% | 8.6% | -2%
COc1ccc([N+](=O)[O-])c2c(=O)ccoc12 | -3% | -6% | -1.2% | -0.5%[50 µM] | 4% | 1% | 13% | 1.1% | -3%
C/C(=N/NC(=O)c1cccs1)c1ccc(NC(=O)COc2ccc(Cl)cc2)cc1 | 1% | 6% | -0.6% | 1.4% | -16% | 2% | 2% | 3.3% | 0%
Cn1cccc1C(C(=O)NC1CCCCC1)N(C(=O)Cc1cccs1)C1CC1 (centres undefined) | -5% | 1% | -0.4% | 2.7% | -4% | 1% | 9% | 1.5% | 3%
COc1ccc(Cl)cc1NC(=S)NC(=O)c1ccco1 | 0% | / | / | 0.1%[50 µM] | / | / | / | 2.6% | 1%
CC(C)c1ccc(-n2ccnc2SCC(=O)O)cc1 | 0% | -16% | 0.3% | -0.1% | -13% | 0% | 5% | 0.9% | 9%
COc1ccc(NC(=O)C2CC(=O)OC2c2ccccc2)cc1 (centres undefined) | -2% | 9% | -1.7% | 2.6% | 8% | 7% | 14% | 0.6% | 4%
COc1ccc2cc(C#N)c(SCC(=O)N3CCCC3)nc2c1 | -4% | 12% | 0.9% | 0.6% | 0% | 4% | 6% | 2.7% | 8%
CCN(CC(=O)Nc1cccc(C(C)=O)c1)S(=O)(=O)c1ccc(C)cc1 | -4% | 1% | 0.1% | -0.4% | -2% | 4% | 2% | -0.3% | 0%
COC(=O)CSc1[nH]c2ccc(F)cc2c1[N+](=O)[O-] | 1% | 4% | 0.6% | 0.0% | 13% | 0% | 10% | -1.1% | 18%
Cc1nnc(N2C(=O)C(O)=C(C(=O)c3ccco3)C2c2ccc(C(C)(C)C)cc2)s1 (centres undefined) | 6% | 8% | 16% | -3.1% | 3% | -6% | 6% | 4.2% | 2%
c1ccc(COc2ccccc2CNCc2cccnc2)cc1 | -1% | 4% | -1.5% | 13% | -7% | 29% | -4% | 3.8% | 4%
CN1CCN(/N=C2/C(=O)Nc3ccc([N+](=O)[O-])cc32)CC1 | 3% | 11% | -1.7% | -0.7% | -6% | 6% | 3% | 2.5% | 8%
Cc1cc(C(=O)Nc2ccc(S(=O)(=O)N3CCOCC3)cc2)ccc1[N+](=O)[O-] | -2% | -5% | -2.0% | 0.1% | 10% | -1% | 9% | 1.3% | 7% | NS5 inhibitors pilot replicate=-3.0
COCCNC(=O)/C(C#N)=C/c1cccs1 | 9% | 0% | 1.6% | -0.9% | 0% | 1% | 3% | 0.5% | -1%
CN1/C(=C\C(=O)c2ccco2)C(C)(C)c2ccccc21 | 26% | 3% | 1.6% | 0.0% | 15% | 7% | 10% | 2.8% | 11%
Cc1ccc(S(=O)(=O)N2CCC(C(=O)OCC(=O)N3CC(C)CC(C)C3)CC2)cc1C (centres undefined) | -2% | / | / | 0.0%[50 µM] | / | 4% | 10% | 0.9% | 5%
COc1ccc(NC(=O)CSc2nnc(CNC(=O)COc3ccc(Cl)cc3)o2)c(OC)c1 | -2% | 24% | 1.4% | -0.2% | 20% | -5% | -1% | 1.5% | 7%
COc1ccc(F)cc1C(=O)C1CCCN(C(=O)c2ocnc2C)C1 (centres undefined) | 0% | 7% | -2.0% | 0.3% | -8% | -5% | 13% | 1.9% | 3%
COC(=O)c1sccc1NC(=O)CSCCc1ccncc1 | -8% | 1% | -1.3% | 0.2% | -7% | -7% | 0% | 1.3% | 14%
COc1ccc(C)cc1NC(=O)c1cc2cc3ccc(C)cc3nc2o1 | / | 3% | -1.1% | / | -5% | -4% | 4% | / | /
COc1ccc(CNC(=O)Nc2ccc3c(c2)N(C)C(=O)CS3)cc1 | -13% | -11% | -1.1% | 0.4% | -7% | 11% | 1% | 7.8% | 2%
COc1ccc(/C=C/c2cc(C(F)(F)F)[nH]c(=O)n2)cc1OC | / | -1% | 3.3% | / | 6% | -3% | 20% | 10% | /

Screening data deposited in PubChem BioAssay by several laboratories.
